# Screens deposited in PubChem BioAssay by Sanford-Burnham Center for Chemical Genomics.
# NLRP3 yeast inh = NALP3 inflammasome inhibitors in reconstituted yeast, primary screen, luminescence, uHTS; Yeast reconstituted NLRP3/ASC/caspase-1, beta-gal luminescence, 24 h; inhibition, % at 10 µM; actives 0.39% (n = 330,000); AID 2825, 2010;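 active = inhibition of 50% or more; inactive = inhibition below 50%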;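 note: plate controls were induced DMSO wells for no effect and uninduced yeast grown without galactose for full effect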
# PfG6PD inh = PfG6PD enzyme inhibitors, primary screen, biochemical, fluorescence intensity, uHTS | inhibition, % at 20 µM | actives 0.78% (n = 350,000) | AID 504690, 2011 | PfGluPho enzyme, NADPH resazurin-diaphorase fluorescence;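 active = inhibition reaching at least a set limit at 20 µM in the primary screen, cut at about 59% in these data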;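 note: 0% = DMSO wells with substrate and 100% = DMSO wells lacking glucose-6-phosphate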
# HKDC1 inhibitor = HKDC1 hexokinase inhibitors, primary screen, biochemical, fluorescence, uHTS; recombinant HKDC1, G6PDH/diaphorase resazurin coupled fluorescence; inhibition, % at 20 µM; actives 0.16% (n = 340,000); AID 493160, 2011;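 active = inhibition above about 35% when tested at 20 µM, limit read from the data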;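 note: plate controls were DMSO wells with enzyme for no effect and DMSO wells lacking enzyme for full effect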
#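 Test system: recombinant HKDC1 (HK5) hexokinase enzyme, produced in-house; Amount: enzyme 5 µg/mL final; Buffer or medium: Tris pH 8.0 buffer with MgCl2, Tween-20, BSA, BME; Reagent: glucose and ATP substrates; Doses: 20 µM test compound, 1% DMSO; Incubation: 90 min reaction incubation at room temperature, dark; Detection: resorufin fluorescence at 613 nm.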
# SENP8 block-1 = human SENP8 protease inhibitors, primary screen, biochemical, fluorescence, Nedd8 protein substrate, uHTS; recombinant SENP8; inhibition, % at 20 µM; actives 0.64% (n = 360,000); AID 602440, 2012; in the data active = inhibition mostly above about 40%, no sharp cut-off; inactive = mostly below about 27%
# Target sequence (Q96LD8 whole entry, looked up): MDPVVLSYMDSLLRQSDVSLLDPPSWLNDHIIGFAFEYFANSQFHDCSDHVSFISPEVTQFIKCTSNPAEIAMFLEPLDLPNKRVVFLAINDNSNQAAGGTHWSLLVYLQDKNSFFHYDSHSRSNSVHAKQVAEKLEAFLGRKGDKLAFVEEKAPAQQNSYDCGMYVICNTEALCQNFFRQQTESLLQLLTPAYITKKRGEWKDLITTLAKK
# SENP6 block = SENP6 protease inhibitors, primary screen, biochemical, luminescence, uHTS | actives 1.8% (n = 330,000) | Sentrin-specific protease 6 (Homo sapiens), Q9GZR1 | Recombinant SENP6 catalytic domain, aminoluciferin luminescence | inhibition, % at 10 µM;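 active = inhibition above about 50% at the single tested dose, limit read from the data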;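 note: plate controls were DMSO wells with enzyme for no effect and DMSO wells lacking enzyme for full effect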
# SENP1 inh = human SENP1 catalytic domain inhibitors, primary screen, biochemical, FRET, uHTS; AID 624204, 2012; inhibition, % at 10 µM; actives 0.21% (n = 360,000); Sentrin-specific protease 1 (Homo sapiens), Q9P0U3; recombinant SENP1 catalytic domain, CyPet-SUMO1-YPet FRET cleavage;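 active = inhibition at least 30% at 10 µM, raw YFP signal under a set limit, fluorescence ratio 0.5 to 1.5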;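 note: 0% = enzyme with DMSO and 100% = no enzyme wells; some results filed as inactive read as strong as hits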
# Target sequence (Q9P0U3 419-644 limits assumed): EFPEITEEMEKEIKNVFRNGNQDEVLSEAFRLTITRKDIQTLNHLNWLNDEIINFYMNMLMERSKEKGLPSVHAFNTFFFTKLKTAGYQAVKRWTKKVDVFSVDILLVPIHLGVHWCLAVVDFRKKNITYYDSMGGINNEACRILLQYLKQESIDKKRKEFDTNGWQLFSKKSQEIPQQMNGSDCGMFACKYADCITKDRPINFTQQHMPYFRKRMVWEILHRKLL
#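 Controls: no-enzyme wells low, DMSO-plus-enzyme wells high control. Test system: human recombinant His6-tagged SENP1 catalytic domain enzyme. Reagent: SFCypet-SUMO1-SFYpet FRET protein substrate, 25 nM final. Doses: one dose per compound, 10 µM, 0.5% DMSO. Detection: FRET, CFP and YFP emission. Timing: 50 min reaction at room temperature.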
# Apaf1 inhib = inhibitors of human Apaf-1 apoptosome, primary screen, biochemical, DEVD-Rh110 fluorescence, uHTS; Apoptotic protease-activating factor 1 (Homo sapiens), O14727; reconstituted apoptosome caspase-3 activity; inhibition, % at 20 µM; actives 0.71% (n = 330,000); AID 489030, 2010; active = inhibition of at least 40% at 20 µM;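 note: plate controls were DMSO wells for no effect and DEVD-CHO caspase inhibitor wells for full effect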
#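 Assay system – apoptosome proteins · Medium – Hepes buffer, pH 7.5 · Also added – cytochrome c with DEVD-Rh110 · Timing – 30 min compound preincubation, 50 min activation, room temperature · Detection – Rh110 fluorescence, excitation 480 nm, emission 540 nm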
# SENP8 block-2 = SENP8 protease inhibitors, primary screen, biochemical, luminescence; purified SENP8, Z-RLRGG-aminoluciferin cleavage; inhibition, % at 10 µM; actives 1.2% (n = 330,000); AID 2540, 2010; in the data active = inhibition above about 50%
# SENP7 inh = SENP7 protease inhibitors, primary screen, biochemical, luminescence, uHTS. Sentrin-specific protease 7 (Homo sapiens), Q9BQF6. recombinant SENP7, Z-RLRGG-aminoluciferin luminescence, 40 min. inhibition, % at 5 µM. actives 1.5% (n = 330,000). AID 434973, 2010;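 active = inhibition above about 50% at the single test dose, limit read from the data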;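 note: plate controls were DMSO with enzyme for no effect and no enzyme buffer wells for full effect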
# Target sequence (Q9BQF6 706-1050 limits assumed): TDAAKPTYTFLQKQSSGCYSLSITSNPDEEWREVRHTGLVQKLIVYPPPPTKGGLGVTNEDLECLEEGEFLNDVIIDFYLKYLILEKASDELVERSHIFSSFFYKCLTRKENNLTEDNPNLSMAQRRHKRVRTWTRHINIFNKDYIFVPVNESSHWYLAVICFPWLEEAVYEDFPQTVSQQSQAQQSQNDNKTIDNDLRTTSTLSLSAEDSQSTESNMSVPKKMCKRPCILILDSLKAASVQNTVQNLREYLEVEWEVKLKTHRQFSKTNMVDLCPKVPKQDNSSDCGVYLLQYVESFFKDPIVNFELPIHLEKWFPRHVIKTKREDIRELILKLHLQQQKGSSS
# An asterisk follows results filed as active; i = inactive; · = no result given.
SMILES,NLRP3 yeast inh,PfG6PD inh,HKDC1 inhibitor,SENP8 block-1,SENP6 block,SENP1 inh,Apaf1 inhib,SENP8 block-2,SENP7 inh
COC(=O)c1ccc(CSc2nc3c(cnn3-c3ccc(F)cc3)c(=O)[nH]2)o1,20,-8,-8,4,3,0,0,4,6
O=C(c1ccccn1)N1CCCC(N2CCN(Cc3ccc4c(c3)OCO4)CC2)C1 (stereo not given),5,-2,-2,11,-7,1,-8,-3,16
O=C(NC1(C(F)(F)F)N=C2SCCN2C1=O)c1ccco1 (stereo not given),4,4,-5,13,-14,-3,12,-4,-14
Cc1ccc(-n2nc3c(c2NC(=O)C(C)(C)C)CSC3)c(C)c1,17,1,-8,-7,11,4,-5,6,6
Cc1ccc(S(=O)(=O)NCC(=O)N2CCN(c3ccc(F)cc3)CC2)cc1,2,7,-3,9,5,1,-4,-5,-2
COc1ccc(OC)c(C2C=C(c3ccc(C)c(C)c3)Nc3nnnn32)c1 (stereo not given),3,-2,-5,-483,7,7,8,0,-2
CCOC(=O)Cc1csc(NC(NC(=O)OCC)(C(=O)OCC)C(F)(F)F)n1 (stereo not given),15,-6,-4,5,-6,1,6,-4,14
O=C(Nc1ccccc1-c1ccccc1)NC1CCN(CC(=O)N2CCOCC2)CC1,-10,-11,-2,11,-10,0,3,4,5
CC1CCN(c2ccc(C(=O)OCC(=O)NCCN3C(=O)CSC3=O)cc2[N+](=O)[O-])CC1,13,4,0,31,-6,3,-8,-11,6
CCOc1ccc(S(=O)(=O)Nc2c(C)n(C)n(-c3ccccc3)c2=O)cc1,16,-10,0,11,2,0,-1,-7,-5
CCOc1ccc(C(=O)NCC(=O)OCC(=O)Nc2nnc(-c3ccccc3)o2)cc1,12,-22,-3,-9,-2,2,-10,5,-1
CCOc1ccc(C(=O)Nc2cccc(C(=O)O)c2)cc1Cl,7,-16,8,19,95*,-1,12,97*,100*
O=C(O)C(Oc1ccc2c3c(c(=O)oc2c1)CCC3)c1ccccc1 (stereo not given),12,9,-2,i,-27,-7,14,-10,-4
OC(CNCc1ccc(Cl)cc1)COc1ccccc1 (stereo not given),5,5,2,12,5,4,1,2,9
CCCCCOC(=O)c1[nH]c2c(c1C)C(=O)C(C(=O)OC)C(C)C2 (stereo not given),8,16,5,5,-9,-1,6,-9,-9
CCCc1cc(=O)oc2cc(OCC(=O)NC3CCN(Cc4ccccc4)CC3)ccc12,14,7,-3,-117,1,-2,2,3,2
Cc1ccc(S(=O)(=O)N2[C@@H](c3ccc(Br)cc3)C(C(=O)O)=C[C@H]2C(C)(C)C)cc1,-1,-20,6,-5,12,1,1,7,-5
O=C(C1=C[C@H](C2CC2)C[C@H](OCCCCO)O1)N1CCN(Cc2ccc3c(c2)OCO3)CC1,17,-4,-4,16,-6,0,11,0,7
Cn1c(CCN2CCCCC2)nc2cc(NS(=O)(=O)c3ccc(Cl)cc3)ccc21,1,-6,1,7,4,1,11,-1,13
Cc1cc(C)n2nc(SCC(=O)N3CC(C)CC(C)C3)nc2n1 (stereo not given),17,-32,-7,6,-5,2,-5,1,0
O=C(Cn1nnc2ccccc21)C1CC1,4,-1,-7,24,1,0,-7,1,2
CCCCCn1c(Sc2ncccn2)nc2c1c(=O)[nH]c(=O)n2C,4,7,-6,2,-2,0,10,-8,-13
CC(=O)c1cccc(N(C(=O)CNC(=O)c2ccco2)C(C(=O)NC2CCCC2)c2ccncc2)c1 (stereo not given),21,6,2,24,2,-1,-3,1,-5
COc1ccccc1N(Cc1ccccc1)S(=O)(=O)c1cccc(C(=O)N2CCCCC2)c1,23,-11,3,34,-4,0,20,-2,1
CCS(=O)(=O)N1CCC(C(=O)Oc2ccc(Br)cc2)CC1,32,-8,-5,-3,-5,2,-2,0,3
# (cont.)
SMILES,NLRP3 yeast inh,PfG6PD inh,HKDC1 inhibitor,SENP8 block-1,SENP6 block,SENP1 inh,Apaf1 inhib,SENP8 block-2,SENP7 inh
CCN(CC)C(=O)COc1ccc(/C(C)=N/NC(=O)c2ccccc2O)cc1,12,9,-12,-103,-41,0,-5,-13,-4
O=C(CN1CCCc2ccccc21)N/N=C/c1ccccc1,17,20,-4,-38,-5,-16,17,-3,5
O=C(O)CCC(=O)/C=C/c1ccccc1,14,-8,-7,8,10,0,16,-11,-8
CCCNC(=O)c1ccc(COc2cccc3ccccc23)o1,31,3,13,0,0,0,11,-8,-2
COC(=O)[C@H]1[C@H]2C[C@@H]3c4[nH]c5cc(OC)ccc5c4CCN3C[C@H]2C[C@@H](OC(=O)c2cc(OC)c(OC)c(OC)c2)[C@@H]1OC,21,22,4,-70,0,-47,27,4,7
CCOC(=O)C(C)Sc1ncnc2c1c(-c1ccccc1)cn2-c1ccc(OC)cc1 (stereo not given),0,10,-4,-10,-12,-2,8,1,-7
CCc1ccc2c(c1)/C(=N/OC)C(=O)N2,-23,-6,-3,31,-12,-1,-6,-1,-6
Cc1ccc(S(=O)(=O)N2CCOCC2)cc1C(=O)Nc1ccc2c(c1)CCC2,-14,1,-6,9,-30,2,4,-9,7
CN(C)c1ccc(-c2nc3ccccn3c2/N=C/c2ccc(Br)cc2)cc1,26,21,-2,-404,31,-48,20,11,13
O=C(CC1SC(N2CCCC2)=NC1=O)Nc1ccc(C(=O)Nc2ncccc2O)cc1 (stereo not given),9,1,2,20,-6,1,-2,16,-2
CN(CC(=O)Nc1ccc(Cl)c(C(F)(F)F)c1)C(=O)CCCc1nc2ccccc2c(=O)[nH]1,5,44,1,20,-1,2,7,3,2
O=C1c2cccc3c(N4CCCCC4)ccc(c23)C(=O)N1c1ccccn1,6,-5,-2,-5,-10,6,11,-1,7
Cc1ccc(OCC(=O)Nc2ccc(N(C)C)cc2)cc1,33,13,9,37,-4,7,-4,5,5
COc1cccc(NC(=O)NC2CCN(Cc3nnnn3Cc3ccc4c(c3)OCO4)CC2)c1,11,1,-4,9,-3,3,-12,1,-2
CC(Sc1nc2ccccc2s1)C(=O)N1CCOCC1 (stereo not given),15,17,-2,11,1,3,3,0,7
Fc1ccc(-n2c(-c3ccc4c(c3)OCO4)n[nH]c2=S)cc1Cl,5,37,-5,6,-6,2,16,6,3
Cc1nn(C)c(C)c1CCC(=O)O,12,-11,-8,4,-3,-2,-4,-5,-5
O=C(NC(=S)NNC(=O)[C@H]1C[C@@H]1c1ccccc1)c1ccc(F)cc1,21,-9,-26,24,17,3,-17,6,9
CSc1cccc(-n2ccc(=O)c(C)c2C)c1,13,14,-1,14,2,-1,-1,0,2
O=C(NC(C(=O)N/N=C/c1cccc2ccccc12)c1n[nH]c(=O)c2ccccc12)c1ccccc1 (stereo not given),15,14,7,-1,-4,-5,13,-1,0
O=C(Nc1nnc(C2CC2)s1)C1CCCCC1,43,-4,2,16,-4,2,7,-8,9
Cc1ccc(S(=O)(=O)OCC(=O)Nc2ccc(C(=O)O)c(O)c2)cc1,·,18,5,4,·,0,·,·,·
O=S(=O)(c1cccc2nsnc12)N1CCN(C/C=C/c2ccccc2)CC1,-3,1,2,-12,1,-6,13,3,2
COc1ccc(S(=O)(=O)N2CCCCC2)cc1NC(=O)CCCOc1ccccc1,19,-6,-7,8,-4,0,9,-3,2
COC(=O)/C(=N/Nc1ccccc1)N1CCCc2ccccc21,-9,48,-4,18,-5,1,2,-12,-2

# The last four records of the part before come first, to join the parts:
SMILES,NLRP3 yeast inh,PfG6PD inh,HKDC1 inhibitor,SENP8 block-1,SENP6 block,SENP1 inh,Apaf1 inhib,SENP8 block-2,SENP7 inh
Cc1ccc(S(=O)(=O)OCC(=O)Nc2ccc(C(=O)O)c(O)c2)cc1,·,18,5,4,·,0,·,·,·
O=S(=O)(c1cccc2nsnc12)N1CCN(C/C=C/c2ccccc2)CC1,-3,1,2,-12,1,-6,13,3,2
COc1ccc(S(=O)(=O)N2CCCCC2)cc1NC(=O)CCCOc1ccccc1,19,-6,-7,8,-4,0,9,-3,2
COC(=O)/C(=N/Nc1ccccc1)N1CCCc2ccccc21,-9,48,-4,18,-5,1,2,-12,-2
CN(Cc1ccncc1)C1CC(=O)N(c2ccc(F)cc2)C1=O (stereo not given),8,-7,-10,16,-17,2,-13,-3,11
O=C(Nc1nnc(SCc2ccc(F)cc2)s1)C1=COCCO1,36,-16,-3,-6,-5,-1,14,-20,-8
Cc1cc(NC(=O)c2ccc3c(c2)C(=O)N(CC(C)C)C3=O)no1,5,10,-7,16,-24,2,0,-11,-8
Cc1nc2ccccc2c(=O)n1-c1ccc(F)c(NC(=O)c2cccs2)c1,-11,-18,-4,-12,1,-2,-3,-1,-10
Cc1ccc(/C=N/NC(=O)CNC(=O)COc2ccccc2)cc1,4,5,2,7,-5,2,-5,-8,-12
Cc1ccc(C)c(S(=O)(=O)c2c(N)n(/N=C/c3ccco3)c3nc4ccccc4nc23)c1,12,9,-14,-288,-12,-12,3,2,1

# Some of these compounds in order of heavy-atom count, smallest number first.
SMILES,NLRP3 yeast inh,PfG6PD inh,HKDC1 inhibitor,SENP8 block-1,SENP6 block,SENP1 inh,Apaf1 inhib,SENP8 block-2,SENP7 inh
CN(Cc1ccncc1)C1CC(=O)N(c2ccc(F)cc2)C1=O (stereo not given),8,-7,-10,16,-17,2,-13,-3,11
Cc1cc(NC(=O)c2ccc3c(c2)C(=O)N(CC(C)C)C3=O)no1,5,10,-7,16,-24,2,0,-11,-8
Cc1nc2ccccc2c(=O)n1-c1ccc(F)c(NC(=O)c2cccs2)c1,-11,-18,-4,-12,1,-2,-3,-1,-10
COc1ccc(S(=O)(=O)N2CCCCC2)cc1NC(=O)CCCOc1ccccc1,19,-6,-7,8,-4,0,9,-3,2
Cc1ccc(C)c(S(=O)(=O)c2c(N)n(/N=C/c3ccco3)c3nc4ccccc4nc23)c1,12,9,-14,-288,-12,-12,3,2,1
